Compound activity from PubChem.
SIAE primary – human SIAE inhibitors, primary screen, biochemical, fluorescence polarization, FP-Rh probe, 1536-well HTS. Sialate O-acetylesterase (Homo sapiens), Q9HAT2. SIAE FP-Rh probe binding. inhibition, % at 9.66 µM. 370,000 tested, 0.69% active. AID 1053197, 2014;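 active = inhibition above a cutoff: mean of compounds within the control limits plus 3 SD of those, cut at about 17% in these data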;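 note: 0% = plate median of compound wells and 100% = probe without SIAE protein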
LEDGF integ inh – blockers of LEDGF/p75-dependent integrase strand transfer – biochemical, TR-FRET, high throughput, primary screen | inhibition, % at 3.7 µM | HIV-1 integrase (with human LEDGF/p75) | TR-FRET IN-LEDGF/p75 DNA integration, Eu/Cy5 | 370,000 tested, 0.64% active;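 active = inhibition above the screen-wide mean plus 3 SD, cut at about 13% in these data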;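 note: signal is the Cy5 over europium emission ratio at 671 and 618 nm; 0% = plate median of compound wells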
TDP2 absorb – human TDP2 enzyme inhibitors, primary screen, biochemical, epi absorbance, recombinant enzyme. AID 720702, 2013. 370,000 tested, 0.34% active. T5PNP hydrolysis, p-nitrophenol absorbance 415 nm. inhibition, % at 12.8 µM. Tyrosyl-DNA phosphodiesterase 2 (Homo sapiens), O95551;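 active = inhibition above the mean of all tested compounds plus 3 SD, set per campaign, cut at about 25% in these data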;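 note: 0% = DMSO with enzyme and 100% = buffer with substrate but no TDP2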
Target sequence (O95551 whole entry, looked up): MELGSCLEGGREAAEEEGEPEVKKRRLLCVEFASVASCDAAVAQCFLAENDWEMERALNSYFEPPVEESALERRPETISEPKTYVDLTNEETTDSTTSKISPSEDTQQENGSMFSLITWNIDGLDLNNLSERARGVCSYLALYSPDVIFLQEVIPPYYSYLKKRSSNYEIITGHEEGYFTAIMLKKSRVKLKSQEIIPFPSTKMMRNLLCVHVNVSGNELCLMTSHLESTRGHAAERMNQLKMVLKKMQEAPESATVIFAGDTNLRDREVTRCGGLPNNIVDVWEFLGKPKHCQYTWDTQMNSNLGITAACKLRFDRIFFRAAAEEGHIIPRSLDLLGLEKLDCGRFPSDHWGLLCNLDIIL
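System – recombinant human TDP2 · Quantity – TDP2 enzyme at 120 nM final · Doses – single concentration, 12.8 µM nominal, with 1% DMSO · Incubation – 2 h at 37 °C · Measured by – epi absorbance of p-nitrophenol freed from T5PNP by hydrolysis · Read-out – % inhibition relative to enzyme-containing and enzyme-free wells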
TCR CD3 inh – inhibitors of human TCR-CD3 interaction, primary screen, biochemical, fluorescence, TAMRA-labeled TCR probe; T-cell receptor (TCR); inhibition, % at 9.4 µM; 360,000 tested, 0.37% active; in the data active = inhibition above about 19%;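 note: recombinant mutant TCR 2C K166C tagged with TAMRA read by polarization; 0% = receptor in buffer alone and 100% = receptor with positive control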
UHRF1 MBD2 ctr – UHRF1 methylated DNA binding inhibitors, primary screen, counter-screen for MBD2 inhibitor project, biochemical, TR-FRET, human UHRF1, single concentration; UHRF1 binding to methylated oligo; 370,000 tested, 0.75% active; AID 687016, 2013; inhibition, % at 4.4 µM; E3 ubiquitin-protein ligase UHRF1 (Homo sapiens), Q96T88; in the data active = inhibition above about 21%;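 note: UHRF1 SRA domain binding a hemimethylated CpG hairpin DNA probe; 0% = median of test compound wells and 100% = reference inhibitor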
HTRA1 inh – HTRA1 serine protease inhibitors, primary screen, biochemical, fluorescence polarization, HTS; inhibition, % at 5.96 µM; recombinant HTRA1, FP-rhodamine activity-based probe; Q92743; AID 504803, 2011; 340,000 tested, 0.5% active; in the data active = inhibition above about 36%;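 note: 0% = enzyme with DMSO and 100% = wells lacking enzyme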
ABHD4 inh – ABHD4 inhibitors, primary screen, biochemical, fluorescence polarization, mouse; (Lyso)-N-acylphosphatidylethanolamine lipase (Mus musculus), Q8VD66; purified mABHD4, FP-Rh probe fluorescence polarization; inhibition, % at 8.92 µM; 370,000 tested, 0.54% active;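 active = inhibition exceeding the mean over every tested compound plus 3 SD, cut at about 30% in these data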;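 note: 0% = plate median of compound wells and 100% = S159A mutant with DMSO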
Target sequence (Q8VD66 whole entry, looked up): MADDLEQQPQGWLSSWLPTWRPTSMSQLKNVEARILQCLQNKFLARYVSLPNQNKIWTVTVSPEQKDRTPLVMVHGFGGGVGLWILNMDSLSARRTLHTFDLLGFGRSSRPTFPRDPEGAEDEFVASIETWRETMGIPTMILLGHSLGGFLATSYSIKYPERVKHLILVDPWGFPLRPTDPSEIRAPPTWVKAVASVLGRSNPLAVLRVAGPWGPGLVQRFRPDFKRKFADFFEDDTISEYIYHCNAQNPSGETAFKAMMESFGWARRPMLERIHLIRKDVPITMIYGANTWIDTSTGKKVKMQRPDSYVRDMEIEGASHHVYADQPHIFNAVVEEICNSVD
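Test system: mABHD4 protein; Read-out basis: % inhibition; Incubation: 45 min + 60 min at 25 °C; Repeats: single replicate; Technique: fluorescence polarization with parallel and perpendicular emission, 525/598 nm; Compound: 8.92 µM, single dose; Benchmarks: full inhibition S159A mutant plus DMSO, zero as sample-well median.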
Tn7 DDE FP – inhibitors of Tn7 peptide binding to fibrin DD(E), primary screen, biochemical, fluorescence polarization, human fibrin, Tn7 probe; inhibition, % at 8.3 µM; FP displacement of FITC-Tn7 peptide from fibrin DD(E); 0% = median of compound wells per plate; Fibrinogen beta chain (Homo sapiens), P02675; 370,000 tested, 0.13% active;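 active = inhibition above the mean of compounds falling within the control limits plus 3 SD of them, cut at about 14% in these data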;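 note: 0% = plate median of compound wells and 100% = 10 µM Aha-Tn7 peptide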
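Assay system: Fibrin-DD(E) protein isolated from polymerized human fibrin clots; read-out basis: percent inhibition; medium: Tris/NaCl/CaCl2 buffer, pH 7.8; signal: FP measurement; incubation: 10 min plus 3 h, room temperature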
PG9 binder – binders of HIV-1 gp120 antibody PG9, primary screen, biochemical, TR-FRET. 360,000 tested, 0.43% active. TR-FRET gp120-PG9 antibody binding. HIV-1 gp120 / PG9 antibody interaction. AID 624416, 2012. inhibition, % at 6.7 µM; in the data active = inhibition above about 8.5%
PRMT1 FP inh – PRMT1 methyltransferase inhibitors, primary screen, biochemical, fluorescence polarization; recombinant PRMT1, activity-based probe fluorescence polarization; 370,000 tested, 1.3% active; AID 652257, 2013; inhibition, % at 2.79 µM;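 active = inhibition above about 21% made by adding two undisclosed values, limit read from the data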
Target sequence (Q99873 whole entry, looked up): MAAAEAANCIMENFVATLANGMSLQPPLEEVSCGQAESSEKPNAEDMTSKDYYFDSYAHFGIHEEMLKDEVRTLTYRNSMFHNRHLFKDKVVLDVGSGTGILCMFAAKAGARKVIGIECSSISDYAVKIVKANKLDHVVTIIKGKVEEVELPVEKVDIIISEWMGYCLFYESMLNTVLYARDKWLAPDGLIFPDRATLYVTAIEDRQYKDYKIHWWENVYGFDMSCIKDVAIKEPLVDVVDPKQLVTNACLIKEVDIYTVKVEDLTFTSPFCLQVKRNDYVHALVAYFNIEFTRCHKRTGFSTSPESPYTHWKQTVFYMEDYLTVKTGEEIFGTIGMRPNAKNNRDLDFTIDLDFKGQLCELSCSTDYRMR
The depositor's hits bear a star.

`COc1ccc(S(=O)(=O)Nc2ccc(S(=O)(=O)NCC3CCCO3)cc2)cc1` (centres undefined) gave SIAE primary 2, LEDGF integ inh 1, TDP2 absorb -1, TCR CD3 inh 5, UHRF1 MBD2 ctr 1, HTRA1 inh -2, ABHD4 inh -3, Tn7 DDE FP 3, PG9 binder -0.9 and PRMT1 FP inh 1.
For Cc1cnc(C(=O)OCC(=O)c2ccc(C)s2)cn1 the results were SIAE primary 1, LEDGF integ inh 5, TDP2 absorb 2, TCR CD3 inh 6, UHRF1 MBD2 ctr 0, HTRA1 inh 7, ABHD4 inh 2, Tn7 DDE FP -3, PG9 binder -1.4 and PRMT1 FP inh 0.
`COc1cc2cc(Oc3ccc4ccc(=O)oc4c3)c(=O)oc2cc1O` gave SIAE primary 4, LEDGF integ inh -6, TDP2 absorb 1, TCR CD3 inh -5, UHRF1 MBD2 ctr -1, HTRA1 inh -8, ABHD4 inh -1, Tn7 DDE FP 4, PG9 binder -1.9 and PRMT1 FP inh 6.
For Cc1cccnc1NC(=O)C1CCN(S(=O)(=O)c2cccs2)CC1 the results were SIAE primary 2, LEDGF integ inh -3, TDP2 absorb 0, TCR CD3 inh 6, UHRF1 MBD2 ctr 1, HTRA1 inh 6, ABHD4 inh 1, Tn7 DDE FP -9, PG9 binder -2.0 and PRMT1 FP inh 1.
`Cc1ccc(NC(=O)C2(C)CCN2CCc2ccccc2)cc1O` (centres undefined) gave SIAE primary -4, LEDGF integ inh -1, TDP2 absorb -8, TCR CD3 inh -1, UHRF1 MBD2 ctr -1, ABHD4 inh 0, Tn7 DDE FP 2, PG9 binder 1.4 and PRMT1 FP inh -6.
For COc1cc(Cl)c(C)cc1NC(=O)CNC(=O)Cn1cnc2ccccc2c1=O the results were SIAE primary 0, LEDGF integ inh -3, TDP2 absorb 8, TCR CD3 inh 0, UHRF1 MBD2 ctr 0, HTRA1 inh -1, ABHD4 inh 3, Tn7 DDE FP -1, PG9 binder 1.7 and PRMT1 FP inh 1.
For CCCOC(=O)c1c(NC(=O)CCCn2nc([N+](=O)[O-])c(Cl)c2C)sc(C(=O)OC)c1C the results were SIAE primary -1, LEDGF integ inh 3, TDP2 absorb 5, TCR CD3 inh 2, UHRF1 MBD2 ctr 0, HTRA1 inh 10, ABHD4 inh -3, Tn7 DDE FP -9, PG9 binder -0.1 and PRMT1 FP inh 3.
`CN(C(=O)CSc1nc2ccccc2n1CCc1ccccc1)C1CCS(=O)(=O)C1` (centres undefined) gave SIAE primary -9, LEDGF integ inh -4, TDP2 absorb -10, TCR CD3 inh 5, UHRF1 MBD2 ctr 0, HTRA1 inh -10, ABHD4 inh 0, Tn7 DDE FP 5, PG9 binder -1.2 and PRMT1 FP inh 2.
For CCCCCN(C(=O)COC(=O)Cc1c(C)nc2ccccc2c1C)c1c(N)n(CCCC)c(=O)[nH]c1=O the results were SIAE primary 0, LEDGF integ inh 3, TDP2 absorb 3, TCR CD3 inh -1, UHRF1 MBD2 ctr 0, HTRA1 inh -3, ABHD4 inh 4, Tn7 DDE FP -8, PG9 binder -2.1 and PRMT1 FP inh 0.
Screening COCCN1C(=O)CCC1(C)c1nnnn1-c1c(C)cccc1C (centres undefined) returned SIAE primary -4, LEDGF integ inh -8, TDP2 absorb -10, TCR CD3 inh -7, UHRF1 MBD2 ctr 4, ABHD4 inh -15, Tn7 DDE FP -2, PG9 binder -1.4 and PRMT1 FP inh 8.
Screening O=C(O)CNC(=O)C12CC3CC(CC(Cl)(C3)C1)C2 returned SIAE primary -1, LEDGF integ inh -2, TDP2 absorb 2, TCR CD3 inh -10, UHRF1 MBD2 ctr -2, HTRA1 inh 2, ABHD4 inh -2, Tn7 DDE FP -4, PG9 binder 2.1 and PRMT1 FP inh 1.
C[C@H](CO)N1C[C@H](C)[C@@H](CN(C)S(=O)(=O)c2ccccc2)Oc2ccc(NS(=O)(=O)c3ccccc3)cc2C1=O was read as SIAE primary 7, LEDGF integ inh 0, TDP2 absorb -6, TCR CD3 inh -6, UHRF1 MBD2 ctr 1, HTRA1 inh -9, ABHD4 inh -6, Tn7 DDE FP -2, PG9 binder -1.6 and PRMT1 FP inh 1.
For CCOC(=O)C1CCN(C(=O)CN2C(=O)COc3ccc(C(C)(C)C)cc32)CC1 the results were SIAE primary 2, LEDGF integ inh -1, TDP2 absorb -8, TCR CD3 inh 7, UHRF1 MBD2 ctr 0, HTRA1 inh 1, ABHD4 inh 4, Tn7 DDE FP 2, PG9 binder 2.5 and PRMT1 FP inh 0.
For CCN(CC)C1CC(=O)N(c2ccc(Br)cc2)C1=O (centres undefined) the results were SIAE primary 9, LEDGF integ inh -1, TDP2 absorb 10, TCR CD3 inh 3, UHRF1 MBD2 ctr -2, HTRA1 inh -1, ABHD4 inh 2, Tn7 DDE FP 5, PG9 binder 1.7 and PRMT1 FP inh 46*.
CCCN1CCN(CC(O)COC(c2ccc(OC)cc2)c2ccc(OC)cc2)CC1 (centres undefined) was read as SIAE primary -3, LEDGF integ inh 2, TDP2 absorb 7, TCR CD3 inh -4, UHRF1 MBD2 ctr -2, HTRA1 inh -3, ABHD4 inh 15, Tn7 DDE FP -7, PG9 binder 0.1 and PRMT1 FP inh 1.

The final 2 records of the section above lead into the next:
For CCN(CC)C1CC(=O)N(c2ccc(Br)cc2)C1=O (centres undefined) the results were SIAE primary 9, LEDGF integ inh -1, TDP2 absorb 10, TCR CD3 inh 3, UHRF1 MBD2 ctr -2, HTRA1 inh -1, ABHD4 inh 2, Tn7 DDE FP 5, PG9 binder 1.7 and PRMT1 FP inh 46*.
CCCN1CCN(CC(O)COC(c2ccc(OC)cc2)c2ccc(OC)cc2)CC1 (centres undefined) was read as SIAE primary -3, LEDGF integ inh 2, TDP2 absorb 7, TCR CD3 inh -4, UHRF1 MBD2 ctr -2, HTRA1 inh -3, ABHD4 inh 15, Tn7 DDE FP -7, PG9 binder 0.1 and PRMT1 FP inh 1.
For CCn1c(O)c(/C=N/n2cnnc2)sc1=S the results were SIAE primary -21, LEDGF integ inh -3, TDP2 absorb 13, TCR CD3 inh -15, UHRF1 MBD2 ctr -1, HTRA1 inh -19, ABHD4 inh -77, Tn7 DDE FP -9, PG9 binder -7.0 and PRMT1 FP inh -1.
For CCOc1ccc(NC(=O)C2C(c3ccccc3)C2(Cl)Cl)cc1 (centres undefined) the results were SIAE primary -10, LEDGF integ inh 0, TDP2 absorb -16, TCR CD3 inh 2, UHRF1 MBD2 ctr -2, HTRA1 inh -50, ABHD4 inh -27, Tn7 DDE FP -3, PG9 binder -0.6 and PRMT1 FP inh -5.
`COc1ccc(CNC(=O)C2CC(c3cccc(OC)c3)=NO2)cc1` (centres undefined) gave SIAE primary -1, LEDGF integ inh 3, TDP2 absorb -4, TCR CD3 inh -1, UHRF1 MBD2 ctr 2, HTRA1 inh -1, ABHD4 inh 1, Tn7 DDE FP -3, PG9 binder -0.1 and PRMT1 FP inh 0.
`CCC(CO)Oc1cc(NCc2ccc(C(C)(C)C)cc2)c2ncn(C(C)C)c2c1` (centres undefined) gave SIAE primary 4, LEDGF integ inh 1, TDP2 absorb -6, TCR CD3 inh 10, UHRF1 MBD2 ctr -1, HTRA1 inh 14, ABHD4 inh 30*, Tn7 DDE FP -5, PG9 binder -1.3 and PRMT1 FP inh 1.
`Cc1ccc(C(NC(=O)C2CCN(CCOc3ccc(Cl)cc3)CC2)c2ccccn2)cc1` (centres undefined) gave SIAE primary -3, LEDGF integ inh -4, TDP2 absorb -2, TCR CD3 inh -7, UHRF1 MBD2 ctr 0, ABHD4 inh 7, Tn7 DDE FP -5, PG9 binder 0.2 and PRMT1 FP inh 2.
For Cc1cccc(C)c1NC(=O)N1CCCC1C(=O)Nc1ccc(-n2cnnn2)cc1 (centres undefined) the results were SIAE primary 1, LEDGF integ inh 0, TDP2 absorb 7, TCR CD3 inh -3, UHRF1 MBD2 ctr -1, HTRA1 inh 4, ABHD4 inh 0, Tn7 DDE FP -5, PG9 binder -0.1 and PRMT1 FP inh -2.
`COCc1c(C(=O)N/N=C(/C)c2ccc(OCc3ccccc3)cc2)nnn1-c1nonc1N` gave SIAE primary -3, LEDGF integ inh -2, TDP2 absorb -12, TCR CD3 inh 0, UHRF1 MBD2 ctr 2, HTRA1 inh 0, ABHD4 inh -4, Tn7 DDE FP 8, PG9 binder 1.1 and PRMT1 FP inh 4.
Screening O=C(Nc1cccc(C(=O)O)c1)/C(=C/c1ccc2c(c1)OCO2)NC(=O)c1cccc(Br)c1 returned SIAE primary 7, LEDGF integ inh 0, TDP2 absorb -5, TCR CD3 inh 3, UHRF1 MBD2 ctr 2, HTRA1 inh -6, ABHD4 inh -10, Tn7 DDE FP 2, PG9 binder -0.8 and PRMT1 FP inh -1.
`C(=Nc1ccccc1)c1ccc[nH]1` gave SIAE primary 3, LEDGF integ inh -4, TDP2 absorb 5, TCR CD3 inh 1, UHRF1 MBD2 ctr 1, HTRA1 inh 6, ABHD4 inh 6, Tn7 DDE FP -1, PG9 binder -0.3 and PRMT1 FP inh -1.
For Cn1c(CCN2CCCC2)nc2cc(NS(=O)(=O)c3ccc(F)cc3)ccc21 the results were SIAE primary 2, LEDGF integ inh -6, TDP2 absorb -4, TCR CD3 inh -5, UHRF1 MBD2 ctr 0, HTRA1 inh 1, ABHD4 inh -3, Tn7 DDE FP 0, PG9 binder 0.6 and PRMT1 FP inh 5.
Screening O=C(Nc1ccc(N2CCOCC2)cc1)c1cnccn1 returned SIAE primary 10, LEDGF integ inh 4, TDP2 absorb 23, TCR CD3 inh 3, UHRF1 MBD2 ctr 1, HTRA1 inh 2, ABHD4 inh -3, Tn7 DDE FP 6, PG9 binder -1.4 and PRMT1 FP inh -5.
`CCCCCn1c(-c2ccco2)nc2nc3ccccc3nc21` gave SIAE primary -4, LEDGF integ inh -1, TDP2 absorb -10, TCR CD3 inh -10, UHRF1 MBD2 ctr 0, HTRA1 inh -24, ABHD4 inh -12, Tn7 DDE FP -4, PG9 binder 1.4 and PRMT1 FP inh 5.
